Assay outcomes from PubChem.
sdo1 growth: sdo1-depleted yeast growth rescue; S. cerevisiae sdo1-depleted JHY4D growth rescue, OD600 30 h; active compounds read high; pdr5 snq2 efflux-pump mutant strain; z-score at 10 µM; 140,000 tested, 0.21% active;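 active means z-score above 3 at both the 24 hr and the 30 hr optical density reads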;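 further: z-score against mean and SD of all compound wells on the same plate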
Insulin prom inh: TRM-6 insulin promoter activity inhibition. TRM-6 cells (human fetal islet line), insulin promoter-eGFP reporter, imaging; reporter expression induced with tamoxifen. inhibition, % at 2 µM. 130,000 tested, 0.9% active;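 active means inhibition above the mean plus 3 SD, with well images judged a real hit on visual review, cut at about 60% in these data, passing the limit was not always enough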
sdo1 growth Rescue 24 h: further read-out of sdo1 growth, marked with its call; z-score; S. cerevisiae sdo1-depleted JHY4D growth rescue, OD600; measured here: growth rescue at 24 h;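 0 is the plate mean of compound wells and units are plate SD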
Numbers without * were called inactive; . = no result given. These rows are one share of the data. The share of hits here may be higher or lower than overall.

Preview:
SMILES	sdo1 growth	sdo1 growth Rescue 24 h	Insulin prom inh
CCOC(=O)Nc1ccc2c(c1)N(C(=O)N(C)C)c1ccccc1CC2	-0.9	-1.9	-31
CSc1nsc(SC)c1NC(=O)OCC1CCCO1 (stereo unspecified)	-0.58	-1.4	-73
CCCCOc1cccc(NC(=O)CSc2nccn2C)c1	0.91	0.96	-50
CC(Oc1ccc(Cl)cc1Cl)C(=O)/C=C/N(C)C (stereo unspecified)	0.13	0.42	11

The list itself (from the top)
SMILES	sdo1 growth	sdo1 growth Rescue 24 h	Insulin prom inh
CCOC(=O)Nc1ccc2c(c1)N(C(=O)N(C)C)c1ccccc1CC2	-0.9	-1.9	-31
CSc1nsc(SC)c1NC(=O)OCC1CCCO1 (stereo unspecified)	-0.58	-1.4	-73
CCCCOc1cccc(NC(=O)CSc2nccn2C)c1	0.91	0.96	-50
CC(Oc1ccc(Cl)cc1Cl)C(=O)/C=C/N(C)C (stereo unspecified)	0.13	0.42	11
O=C(Nc1ccc(Cl)cc1)N1CCN(c2ncccn2)CC1	.	.	-5
Cc1ccc(-n2c([C@@H]3C[C@H]3c3ccccc3)n[nH]c2=S)cc1	-1.2	-1.1	11
Cc1ccc(-n2nnnc2SCc2nc3sc(C)c(C)c3c(=O)[nH]2)cc1	-0.49	0.04	-22
O=C(Nc1ccccc1-c1nc2ccccc2[nH]1)c1sc2ccccc2c1Cl	1.5	1.8	-36
CC1(C)CC(=O)C(C(=O)Cc2ccccc2[N+](=O)[O-])C(=O)C1	0.51	0.94	-84
COC(=O)c1ccc[n+](CC(=O)c2ccc(Br)cc2)c1	1	-0.2	38
CCOc1ccc(NC(=O)CSc2nnc(C34CC5CC(CC(C5)C3)C4)n2C)cc1	-1.3	-0.69	8
O=C(Nc1cc(Cl)cc(Cl)c1)c1cnn2cccnc12	0.7	1.7	38
COc1ccc(CC(=O)NC2CCN(Cc3nnnn3C(C)(C)C)CC2)cc1OC	1.7	2.2	.
Cc1cc(C)c(NC(=O)C2CCCN2CCOC(=O)c2cccc([N+](=O)[O-])c2)c(C)c1 (stereo unspecified)	-0.95	-0.91	-65
CC1CCCN(C(=O)CSc2nnc(-c3c[nH]c4ccccc34)o2)C1 (stereo unspecified)	-0.75	-0.78	.
CCOc1ccc(/C=C2\SC(=O)N(CCNC(=O)C3COc4ccccc4O3)C2=O)cc1OC (stereo unspecified)	-0.67	-0.69	19
COc1ccc(-c2[nH]nc3c2C(c2ccsc2)C(C#N)=C(N)O3)cc1 (stereo unspecified)	0.06	-0.77	-2
Cc1ccc(CSCCNC(=O)/C=C/c2ccc(Cl)cc2)cc1	-0.67	0.39	-3
Cn1c(=O)[nH]c(=O)c2c1nc(N1CCOCC1)n2CCCSc1ncccn1	0.09	-0.56	6
COc1ccc(OC)c(NC(=O)C2CCCN2C(=O)C2CCC(C)CC2)c1 (stereo unspecified)	0.89	0.8	.

The closing seven records of the section before come first, to join the parts:
SMILES	sdo1 growth	sdo1 growth Rescue 24 h	Insulin prom inh
Cc1cc(C)c(NC(=O)C2CCCN2CCOC(=O)c2cccc([N+](=O)[O-])c2)c(C)c1 (stereo unspecified)	-0.95	-0.91	-65
CC1CCCN(C(=O)CSc2nnc(-c3c[nH]c4ccccc34)o2)C1 (stereo unspecified)	-0.75	-0.78	.
CCOc1ccc(/C=C2\SC(=O)N(CCNC(=O)C3COc4ccccc4O3)C2=O)cc1OC (stereo unspecified)	-0.67	-0.69	19
COc1ccc(-c2[nH]nc3c2C(c2ccsc2)C(C#N)=C(N)O3)cc1 (stereo unspecified)	0.06	-0.77	-2
Cc1ccc(CSCCNC(=O)/C=C/c2ccc(Cl)cc2)cc1	-0.67	0.39	-3
Cn1c(=O)[nH]c(=O)c2c1nc(N1CCOCC1)n2CCCSc1ncccn1	0.09	-0.56	6
COc1ccc(OC)c(NC(=O)C2CCCN2C(=O)C2CCC(C)CC2)c1 (stereo unspecified)	0.89	0.8	.
COc1ccc(CNC(=O)COc2cc(=O)n(C)c3ccccc23)cc1	.	.	7
O=C(Cn1cc([N+](=O)[O-])cn1)Nc1ccn(Cc2c(F)c(F)cc(F)c2F)n1	-0.44	-1.4	14
CCOC(=O)c1c(N)sc2c1C1CCN2CC1	0.72	0.33	.
COc1ccc(S(=O)(=O)N2CCOCC2)cc1NC(=O)COc1cccnc1[N+](=O)[O-]	.	.	-139
O=C(N/N=C/c1cccc(Oc2ccc([N+](=O)[O-])cc2[N+](=O)[O-])c1)c1cncc(Br)c1	-0.03	-0.4	29
C=CCn1c(NCc2ccc3c(c2)OCO3)nc2ccccc21	-0.21	-1.5	.
CCOc1ccc(N2C(=O)CC(SC(=NC)Nc3cccc(OC)c3)C2=O)cc1 (stereo unspecified)	.	.	7
O=c1[nH]c2cc3c(cc2cc1C(c1nnnn1C1CCCC1)N1CCSCC1)OCCO3 (stereo unspecified)	-0.02	0.2	20
COc1ccccc1N(C(=O)NCc1ccccc1)C1=NCC(C)S1 (stereo unspecified)	-1.4	-1.1	.
CC(=O)c1ccc(Nc2nc(NCCO)nc(OC(C(F)(F)F)C(F)(F)F)n2)cc1	0.58	1.3	35
CCOc1ccc2nc(SCC(=O)NC3CCCc4ccccc43)sc2c1 (stereo unspecified)	-0.49	0.37	.
O=C(NC1CCCCCC1)C1CC(=O)N(Cc2ccccc2)C1 (stereo unspecified)	-0.12	-0.59	.
COc1ccc(CN(C)C2c3ccccc3-c3ccccc32)cc1	0.29	0.66	21
Cc1onc(C(=O)Nc2cccnc2Cl)c1[N+](=O)[O-]	.	.	-82
CN(C)NC(=O)C(NC(=O)c1ccccc1)C12CC3CC(CC(C3)C1)C2 (stereo unspecified)	.	.	-47
CCCc1cc(=O)oc2cc(OCC(=O)N(C)C)c(Cl)cc12	-0.03	0.25	-37
COc1nc(OC)nc(N2CCC(C(=O)NCC3CCCCC3)CC2)n1	0.07	-0.04	-11
CN(CCc1ccccn1)C(=O)CCNC(=O)Cn1cnc2ccccc2c1=O	0.14	-0.35	19
Cc1nn(-c2ccccc2)c(Cl)c1/C=N/O	0.57	0.55	7
O=c1[nH]c(CN(CCO)CCO)nc2c1C1(CCCCC1)Cc1ccccc1-2	-0.02	-0.3	.

One compound at a time, from the list above. Order of screens: sdo1 growth	sdo1 growth Rescue 24 h	Insulin prom inh
Shown for CCOc1ccc(N2C(=O)CC(SC(=NC)Nc3cccc(OC)c3)C2=O)cc1 (stereo unspecified) : .	.	7
Shown for Cc1onc(C(=O)Nc2cccnc2Cl)c1[N+](=O)[O-] : .	.	-82

Next section
SMILES	sdo1 growth	sdo1 growth Rescue 24 h	Insulin prom inh
CCC(=O)Nc1ccc(NC(=O)CN2CCCC(C)C2)c(Cl)c1 (stereo unspecified)	0.48	-0.15	16
CCc1cccc2c(C(=O)CCl)c[nH]c12	-0.95	-1.1	.
O=C(c1ccncc1)N1CCN(C(=O)c2cccc3ccccc23)CC1	-0.26	-0.62	.
C=CCn1c(SCC(=O)Nc2ncc(Cc3cc(Cl)ccc3Cl)s2)nnc1-c1ccncc1	0.5	2.7	-45
Cc1ccc(SCCOCCN2CCc3ccccc3C2)cc1	-0.45	1.4	-67
COc1cccc(-c2nc3ccccc3c(=O)o2)c1	-0.28	0.34	-6
Cc1cc(Cl)ccc1OCC(=O)NNC(=O)C1CCCO1 (stereo unspecified)	.	.	38
CC1C2C(C)N(C)C(=O)N(C)C2N(C)C(=O)N1C (stereo unspecified)	2.6	2.9	55
O=C(/C=C/c1ccco1)Nc1cccc(S(=O)(=O)N2CCOCC2)c1	-0.18	-0.45	.
CCN1CC=C2C(C1)C(c1ccc(Cl)s1)C(C#N)=C(N)C2(C#N)C#N (stereo unspecified)	0.69	-0.27	-54
CC12CCC(C(=O)Nc3ccccc3)(C/C1=N\O)C2(C)C (stereo unspecified)	0.57	0.65	-5
Cc1cc(N2C(=O)C3CC=CCC3C2=O)no1 (stereo unspecified)	-0.4	-0.31	10
CC1=C(C)C(=O)C(CCCCC#CCCCC#CCO)=C(C)C1=O	-0.39	0.04	33
O=C(NCc1cccnc1)c1cccc2c1C(=O)N(C1CCCCC1)C2	0.5	0.75	.
Cc1cc2cc(CN(CCCO)S(=O)(=O)c3cccc4nsnc34)c(=O)[nH]c2cc1C	0.37	0.41	.
CCOC(=O)N1CCN(S(=O)(=O)c2cc(Br)cc3c2N(C(C)=O)C(C)C3)CC1 (stereo unspecified)	-0.02	0.18	4
CCOC(=O)c1nnc2cc(-c3ccccc3)nn2c1C	-0.59	-1.2	-55
O=C(CN(Cc1ccco1)C(=O)CNS(=O)(=O)c1ccccc1)NCc1ccccc1	1.3	0.84	-16
COc1ccccc1-n1c(SCC(=O)NC(C)(C)C)nc(O)cc1=O	0.61	0.23	.
CCOC(=O)C1CCN(C(=O)CSc2ccccc2)CC1	0.22	-0.14	-8
CCCCCOC(=O)C1=C(C)NC(=O)NC1c1ccccc1OCC (stereo unspecified)	-0.96	-0.8	.
COc1ccc(-c2cc3nc(-c4ccccc4)cc(N4CCC5(CC4)OCCO5)n3n2)cc1	-1.5	-0.82	.
O=P(c1ccc2c(c1)OCCO2)(N1CCOCC1)N1CCOCC1	0.24	-0.55	.
O=C(C1CCCN(S(=O)(=O)c2cccc3nsnc23)C1)N1CC=C(c2ccccc2)CC1 (stereo unspecified)	-1.6	-1.2	-15
O=c1c2ccccc2nc(/C=C/c2c[nH]c3ccccc23)n1-c1ccc([N+](=O)[O-])cc1	-1.1	0.36	-26
O=C(COC(=O)[C@@H]1CCCN1S(=O)(=O)c1ccccc1F)Nc1ccc(OC(F)F)cc1	.	.	13
COc1ccc(C(CC(=O)c2ccc(C)cc2)C(C#N)C#N)cc1OC (stereo unspecified)	-0.32	0.07	41
COC(=O)c1c(C)nn(-c2ccccc2)c1-n1cccc1	-0.03	-0.04	15
CC(C)OC(=O)CSc1ncnc2c1cnn2-c1ccccc1	-0.11	-0.84	.
Fc1ccc(C2=CC(c3ccco3)n3ncnc3N2)cc1 (stereo unspecified)	0.84	0.2	42
CN(C(=O)CSc1nnc(NC2CCCCC2)s1)C1CCS(=O)(=O)C1 (stereo unspecified)	0.37	-0.27	0
CCC(=O)c1c[nH]c(C(=O)NCCCn2ccnc2)c1	-0.3	-0.73	4
Cc1cc(Cl)cc(C)c1OCCCCN1CCOCC1	-1.2	-1.1	-133
O=C(CSc1ncc(-c2ccc(F)cc2)n1Cc1ccco1)Nc1nccs1	-0.7	0.4	-53
Cc1ccc(NC(=O)N/C=C/c2ccco2)cc1C	0.34	0.11	.
CCCCNCc1ccc(SC)cc1	0.96	-0.2	.
Cc1ccc(S(=O)(=O)N2c3ccccc3OCC2c2ccccc2)cc1 (stereo unspecified)	-0.56	-0.25	17
CC(=O)Nc1cccc(OCC(=O)NCCC2=CCCCC2)c1	.	.	-40
Cc1nc(C)c(NC(=O)OC(C)C)cc1NC(=O)OC(C)C	.	.	55
c1ccc(-c2nc3c(ccc4ccccc43)[nH]2)nc1	-1.1	-0.71	38
CC1CC(Nc2ccccc2)=CC(=O)O1 (stereo unspecified)	1.7	1.7	9
CC(=O)c1ccc(S(=O)(=O)N2CCN(C)CC2)cc1	.	.	21
CC(=O)Nc1nc(CCC(C)C)cc2c1c(=O)oc1ccccc12	0.63	0.7	68
CCN1C=CC2=C(C#N)C(N)C(C#N)(C#N)C(c3ccccc3C(F)(F)F)C2C1 (stereo unspecified)	0.06	0.11	-371
Cc1cccc(NC(=O)CCN2CCOCC2)c1	-0.38	-0.75	.
CC1(C)CC(=O)C(C=NCCN2CCN(CC(=O)Nc3ccccc3)CC2)=C(O)C1	-0.19	-1.4	36
CC(=O)N1CCCc2cc(S(=O)(=O)NC(C(=O)NCc3ccc(C)cc3)C(C)C)ccc21 (stereo unspecified)	0.28	0.46	.
COC(=O)c1c(NC(=O)C2(C)Cc3ccccc3C(=O)O2)sc2c1CCCC2 (stereo unspecified)	-1.2	-0.76	45
CC(=O)Nc1ccc(C(=O)NNC(=O)CCc2ccccc2)cc1	-0.14	0.41	-61
CCOc1nc(S(=O)(=O)c2ccc(C)cc2)c(Cl)s1	1.3	1.5	.
[O-][n+]1onc2c1CCc1c-2nn(-c2ccccc2Cl)[n+]1[O-]	0.19	0.52	.
O=C(CNS(=O)(=O)c1ccc(F)cc1)Nc1ccc(C(F)(F)F)cc1	-0.36	-1.1	-22
CCN(CC)CCNC(=O)Cn1nc(-c2ccccc2)c2ccccc2c1=O	-0.97	-0.63	29
O=C(O)CCCCCNS(=O)(=O)c1ccc(Cl)cc1	0.07	-0.94	-64
COc1cccc(C2N(c3cccc(Cl)c3)C(=O)C3CCCN32)c1 (stereo unspecified)	0.22	-0.5	.
CC(=O)N1CCN(c2ccc(NCc3cccs3)cc2)CC1	0.15	-0.28	56
CC1CCC(NCc2ccco2)CC1 (stereo unspecified)	1.7	1.4	14
Cn1c(=O)c2c(nc(CN3CCC(Cc4ccccc4)CC3)n2CCN2CCOCC2)n(C)c1=O	-0.28	0.51	.
CCN1CCC(C(N)=O)CC1	0.6	0.06	-12
Cc1ccc(CNc2nc(N)c([N+](=O)[O-])c(Nc3ccc(F)cc3)n2)cc1	-0.69	-0.81	-20

The list goes on:
SMILES	sdo1 growth	sdo1 growth Rescue 24 h	Insulin prom inh
Cc1cc(=O)oc(C)c1C(=O)NC1CCCCCCC1	.	.	-94
Cc1ccc2oc(=O)c3cnn(CC(=O)N4CCN(c5ccccc5)CC4)c3c2c1	-0.06	-0.4	.
CC1=C(C(N)=O)C(c2ccco2)C(C(N)=O)=C(C)N1	-0.85	-0.25	23
CC(C)CN(C(=O)COC(=O)Cn1cnc2ccccc2c1=O)C1CCS(=O)(=O)C1 (stereo unspecified)	0.9	0.03	14
Clc1ccc(Cl)c(-c2ccc(/C=N/c3ncn[nH]3)o2)c1	0.31	0.5	.
